ERG-DNA inh: qHTS for Small Molecule Inhibitors of the ERG Ets/DNA interaction | Transcriptional regulator ERG (Homo sapiens), P11308 | fluorescence polarization, His-ERG Ets domain / labelled DNA | Potency, µM (doses to about 76.9 µM), for the others: top-dose FP activity, negative = inhibition, most hits filed as inhibitors | actives 0.028% (n = 370,000); active = well fitted inhibition curve with a large enough effect in the polarisation, with a control signal flat; inconclusive = small, poorly fitted or top-dose-only effect, or effect the other way, or a change in a side signal; inactive = no such curve, though single readings can be large or run the other way; the % refers to the polarisation;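 also: polarization taken with two DNA probes labelled with fluorescein and Texas red; potency is read from the fitted curve at half-maximal effect; % of control where 0% means no effect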
Target sequence (P11308 whole entry, looked up, the tested form may be a part): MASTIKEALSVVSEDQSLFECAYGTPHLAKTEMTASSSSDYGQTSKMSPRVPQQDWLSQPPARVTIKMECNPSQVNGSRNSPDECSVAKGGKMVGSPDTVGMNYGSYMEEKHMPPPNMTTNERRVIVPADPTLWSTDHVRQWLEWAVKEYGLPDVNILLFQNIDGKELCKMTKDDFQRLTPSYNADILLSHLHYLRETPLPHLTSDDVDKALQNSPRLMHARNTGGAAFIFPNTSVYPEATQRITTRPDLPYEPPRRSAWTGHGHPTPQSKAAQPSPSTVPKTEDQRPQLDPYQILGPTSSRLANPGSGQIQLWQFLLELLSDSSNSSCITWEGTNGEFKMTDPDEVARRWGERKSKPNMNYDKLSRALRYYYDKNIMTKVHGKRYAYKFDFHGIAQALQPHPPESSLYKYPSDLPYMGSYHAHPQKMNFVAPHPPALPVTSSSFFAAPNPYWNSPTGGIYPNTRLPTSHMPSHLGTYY
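His-tagged ERG Ets domain (1 uM in the protein solution; 300mM KCl, 50mM Tris-HCl, 1mM EDTA, 1mM DTT, pH 7.5) received compound, then a probe mix of 5 nM fluorescein-DNA and 100nM Texas-615-DNA. Fluorescence polarization was read for both dyes.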
Glioma ERSR ind: qHTS for Inducers of the Endoplasmic Reticulum Stress Response (ERSR) in Human Glioma: qHTS | U87-MG GRP78 promoter luciferase reporter, 16 h | Potency, µM, for inactives: top-dose activation, actives largely listed as activators | actives 0.02% (n = 420,000) | AID 602332, 2012; also: potency is read from the fitted curve at half-maximal effect; series mostly up to about 76 µM; % of control where 0% means no effect; nearly all actives have a fitted effect of over 35% in size
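ERSR induction read as luciferase luminescence (Bright-Glo, 10 min at room temperature) in stably transfected human U87-MG glioma cells exposed to compounds for 16 h, using GRP78 as sensor.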
RGS4 inhibitor: Inhibitors of Regulator of G Protein Signaling (RGS) 4: qHTS | Potency, µM (top dose mostly 114 µM), without a hit: top-dose activity change, negative = inhibition, actives largely listed as inhibitors | actives 0.039% (n = 390,000) | Transcreener GDP fluorescence polarization, RGS4-accelerated GTP hydrolysis; also: potency is read from the fitted curve at half-maximal effect; % is scaled to controls: 0 for no effect and ±100 for the full control effect; nearly all actives have a fitted effect of over 75% in size; some results filed as inactive show a strong effect at the top dose
Target sequence (P49798 whole entry, looked up): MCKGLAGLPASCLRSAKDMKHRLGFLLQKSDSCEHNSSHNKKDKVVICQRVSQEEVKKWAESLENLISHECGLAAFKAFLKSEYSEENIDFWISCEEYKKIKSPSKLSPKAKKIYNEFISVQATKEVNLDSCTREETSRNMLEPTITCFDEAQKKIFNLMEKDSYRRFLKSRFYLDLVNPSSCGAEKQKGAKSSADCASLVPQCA
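MLSMR compounds (23 nl, pin-transferred) preincubated 10 min at room temperature with a 500nM (2x) first reagent, then RGS4 at 900nM (2x) plus Transcreener GDP mix added; fluorescence polarization (620/688 nm) read before and after 90 min at 30 °C.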
D2 agonist: HTS Assay for Allosteric Agonists of the Human D2 Dopamine Receptor: Primary Screen for Agonists | D(2) dopamine receptor (Homo sapiens), P14416 | HEK293 T-REx D2 cells, calcium flux agonist mode | activation, % at 2 µM | actives 0.53% (n = 340,000) | AID 485358, 2010;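 active = activation over 3 SD above normal in the single-dose calcium agonist read, cut at about 30% in these data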; also: 0% is about no effect
Target sequence (P14416 whole entry, looked up): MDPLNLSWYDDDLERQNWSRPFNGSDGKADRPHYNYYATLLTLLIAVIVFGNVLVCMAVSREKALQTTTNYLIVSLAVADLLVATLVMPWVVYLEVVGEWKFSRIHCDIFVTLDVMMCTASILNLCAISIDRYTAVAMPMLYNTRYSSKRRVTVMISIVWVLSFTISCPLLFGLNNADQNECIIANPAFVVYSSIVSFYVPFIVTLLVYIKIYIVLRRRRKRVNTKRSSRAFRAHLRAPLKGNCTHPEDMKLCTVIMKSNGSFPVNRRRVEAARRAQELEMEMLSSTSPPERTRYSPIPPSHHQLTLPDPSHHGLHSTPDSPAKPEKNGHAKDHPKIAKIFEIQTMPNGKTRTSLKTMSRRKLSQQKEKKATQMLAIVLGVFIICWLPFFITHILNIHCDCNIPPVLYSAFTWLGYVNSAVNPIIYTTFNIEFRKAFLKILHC
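In this primary screen, compounds producing a positive calcium signal within 180 s of addition to tetracycline-induced, force-coupled HEK293 Trex D2 cells are flagged; cells are dye-loaded with a no-wash calcium kit beforehand.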
LDHA inh: qHTS assay for inhibitors of human lactate dehydrogenase. activity change, % (values are at about 110 or 230 µM). purified LDHA, NADH/diaphorase-resazurin fluorescence; active compounds read low. actives 0.15% (n = 480,000); in the data active = activity change below about -30%; inconclusive = mostly about -25% to -30%;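 also: plate controls were DMSO wells for no effect and wells without enzyme for full effect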
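LDH5 2 nM; NADH 0.06 mM, pyruvate 0.2 mM; 200 mM Tris pH 7.4, EDTA, Tween-20; 5 min RT. Detection: diaphorase 0.133 mg/mL + resazurin 37 µM, fluorescence ex540/em590 at 0 and 20 min; normalized to enzyme-free and DMSO wells.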
Vif-APOBEC3F blk: qHTS for Inhibitors of Vif-A3F Interactions: qHTS; Potency, µM (highest dose often 46.1 µM), for inactives: at the highest dose activity, negative = active; HeLa A3F-eYFP + Vif (tagged APOBEC3F with the HIV-1 protein that degrades it), YFP fluorescence increase; actives 0.2% (n = 390,000); AID 602313, 2012; also: potency is read from the fitted curve at half-maximal effect; % of control where 0% means no effect; nearly all actives have a fitted effect of over 65% in size
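Fluorescence increase (Ex 488/Em 500-530) after overnight compound treatment at 37 deg C flags inhibition of Vif-driven A3F-eYFP loss in stable HeLa A3F-eYFP/Vif cells seeded overnight beforehand.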
Vif-A3G inh: qHTS for Inhibitors of Vif-A3G Interactions: qHTS; HeLa A3G-eYFP + Vif (tagged APOBEC3G with the HIV-1 protein that degrades it), YFP fluorescence, overnight; Potency, µM (highest dose often 46.1 µM), inactives show top-dose activity, negative = active, usual class: inhibitors; actives 0.076% (n = 410,000);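 also: potency is read from the fitted curve at half-maximal effect; % is scaled to controls: 0 for no effect and ±100 for the full control effect; nearly all actives have a fitted effect of over 60% in size; hits raise eYFP signal because A3G escapes Vif-driven loss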
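Read-out is eYFP fluorescence (Ex 488/Em 500-530) from Vif-expressing HeLa A3G-eYFP cells; more signal means A3G escaped Vif-mediated degradation. Cells plated overnight, compound pinned in, incubated overnight at 37 deg C.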
ALOX12 inh: Primary qHTS assay for inhibitors of human arachidonate 12S-lipoxygenase (ALOX12): Round 2; Potency, µM (top dose mostly 108 µM), without a hit: at the top dose activity change, negative = inhibition, most hits filed as inhibitors; actives 1.1% (n = 580,000); purified 12hLO, xylenol orange hydroperoxide absorbance; AID 1671190, 2021; also: potency is read from the fitted curve at half-maximal effect; % is scaled to controls: 0 for no effect and ±100 for the full control effect
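Purified human 12hLO (150 nM final) in 25 mM Hepes, 0.01% Triton X-100, pH 7.0 was preincubated 15 min at room temperature with compound. Then 40 uM arachidonic acid was added, 30 min. Hydroperoxide was read by Fe-XO absorbance ratio 573/405 nm.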
D2 antag: HTS Assay for Allosteric Antagonists of the Human D2 Dopamine Receptor: Primary Screen for Antagonists. HEK293 TREx D2 cells, calcium flux, dopamine EC80. actives 2% (n = 340,000). inhibition, % at 10 µM. D(2) dopamine receptor (Homo sapiens), P14416; in the data active = inhibition above about 30%; also: 0% is about no effect
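Inhibition of EC80 dopamine-driven calcium flux, recorded kinetically, defines activity here; cells are a tetracycline-induced HEK293 T-REx line expressing force-coupled D2.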
An asterisk follows results filed as active; [ ] = remark or other dose. Unless noted, calls follow the shape of the dose curve; as a rule, active = well fitted curve in the direction sought with a large enough effect; inconclusive = small, poorly fitted or top-dose-only effect, or another doubt; inactive = no such curve, though single readings can be large; an effect the other way counts as inactive or inconclusive. Only part of the results is shown; rates above refer to the full screens.

`N#CC1=C(N)C2=CCCC[C@H]2[C@H](c2ccccc2)C1(C#N)C#N` gave ERG-DNA inh 11%, Glioma ERSR ind -4%, RGS4 inhibitor -17%, D2 agonist 1.5, LDHA inh 4, Vif-APOBEC3F blk -3%, Vif-A3G inh 4%, ALOX12 inh -25% and D2 antag -8.
`COc1ccccc1CNC(=O)c1csc2c1CCCC2` gave ERG-DNA inh -3%, Glioma ERSR ind 0%, RGS4 inhibitor 13%[11.4 µM], LDHA inh -6, Vif-APOBEC3F blk -1%, Vif-A3G inh 1% and ALOX12 inh -3%.
Screening Cn1c(=O)c(=O)n(C)c2cc([N+](=O)[O-])c([N+](=O)[O-])cc21 returned ERG-DNA inh 64%[activator], Glioma ERSR ind -14%, RGS4 inhibitor -2%, D2 agonist 1.6, LDHA inh 7, Vif-APOBEC3F blk 10%, Vif-A3G inh inconclusive, ALOX12 inh -9% and D2 antag 14.
For COc1ccc(-c2nn(-c3ccccc3)cc2CO)cc1OC the results were ERG-DNA inh -2%, Glioma ERSR ind -1%, RGS4 inhibitor 7%, D2 agonist 0.0, LDHA inh -4, Vif-APOBEC3F blk -9%, Vif-A3G inh 1%, ALOX12 inh 31%[activator] and D2 antag -5.
Screening O=C(Nc1nnc(SCc2ccccn2)s1)C1CC(=O)N(c2ccc(F)cc2)C1 (configuration not stated) returned ERG-DNA inh 11%, Glioma ERSR ind -2%, RGS4 inhibitor -7%, D2 agonist 0.2, LDHA inh -4, Vif-APOBEC3F blk inconclusive, Vif-A3G inh 1%, ALOX12 inh inconclusive and D2 antag -9.
CCOC(=O)c1ccc(NC(=O)C(Cc2ccccc2)N2Cc3ccccc3C2=O)cc1 (configuration not stated) was read as ERG-DNA inh -3%, Glioma ERSR ind -3%, RGS4 inhibitor 21%, D2 agonist 1.1, LDHA inh -13, Vif-APOBEC3F blk 1%, Vif-A3G inh 7% and ALOX12 inh -29%.
`CCCCSCCCNC(=O)C1CCC(CNS(=O)(=O)c2ccc(NC(C)=O)cc2)CC1` (configuration not stated) gave ERG-DNA inh 2%, Glioma ERSR ind -4%, RGS4 inhibitor -5%, D2 agonist 1.8, LDHA inh -7, Vif-APOBEC3F blk 4%, Vif-A3G inh 2%, ALOX12 inh -5% and D2 antag 8.
For CN(CC(=O)Nc1ccc(F)cc1)C(=O)CSc1nncs1 the results were ERG-DNA inh 8%, Glioma ERSR ind 0%, RGS4 inhibitor -26%, D2 agonist 0.0, LDHA inh -1, Vif-APOBEC3F blk 1%, Vif-A3G inh 0%, ALOX12 inh -2% and D2 antag 9.
For O=C(CSc1nc(=O)[nH]c2c1CCC2)NCc1ccc(F)cc1 the results were ERG-DNA inh -1%, Glioma ERSR ind -2%, RGS4 inhibitor -7%, D2 agonist 0.0, LDHA inh -3, Vif-APOBEC3F blk 1%, Vif-A3G inh -3% and ALOX12 inh -13%.
For O=C(Nc1ccc2c(c1)OCCO2)C(c1ccnc2ccccc12)N1CCC(Cc2ccccc2)CC1 (configuration not stated) the results were Glioma ERSR ind 0%, LDHA inh -5, Vif-A3G inh 1% and ALOX12 inh 1%.
O=C(NNC(=O)c1cccnc1)NC12CC3CC(CC(C3)C1)C2 was read as ERG-DNA inh 1%, Glioma ERSR ind -1%, RGS4 inhibitor -5%, D2 agonist -0.1, LDHA inh -1, Vif-APOBEC3F blk 4%, Vif-A3G inh 3%, ALOX12 inh 12% and D2 antag 8.
Screening CCOC(=O)c1c(NC(=O)CSc2nc(-c3ccccc3)cc(C(F)(F)F)n2)sc(C)c1C returned ERG-DNA inh 6%, Glioma ERSR ind -2%, RGS4 inhibitor inconclusive, LDHA inh -5, Vif-APOBEC3F blk 2%, Vif-A3G inh 2% and ALOX12 inh inconclusive.
`Oc1c(C(c2ccccc2)N2CCc3ccccc3C2)sc2ncnn12` (configuration not stated) gave ERG-DNA inh -13%, Glioma ERSR ind -3%, RGS4 inhibitor -15%, D2 agonist 0.1, LDHA inh -3, Vif-APOBEC3F blk 3%, Vif-A3G inh 0%, ALOX12 inh -12% and D2 antag 4.
`C[n+]1cccc(C(=O)O)c1` gave ERG-DNA inh 1%, Glioma ERSR ind -1%, RGS4 inhibitor -3%, LDHA inh -5, Vif-APOBEC3F blk 7%, Vif-A3G inh 1% and ALOX12 inh 1%.
Screening Cc1cc(N2CCCCC2)nc(N2CCCCC2)n1 returned ERG-DNA inh 0%, Glioma ERSR ind -2%, RGS4 inhibitor 3%, D2 agonist -0.6, LDHA inh -7, Vif-APOBEC3F blk -1%, Vif-A3G inh 2%, ALOX12 inh 0% and D2 antag -12.
`COc1ccc(CCNC(=O)C(=O)NCC(c2ccc3c(c2)OCO3)N2CCOCC2)cc1OC` (configuration not stated) gave ERG-DNA inh -2%, Glioma ERSR ind -3%, RGS4 inhibitor 12%, D2 agonist -0.3, LDHA inh 0, Vif-APOBEC3F blk 1%, Vif-A3G inh -2% and ALOX12 inh -21%.
COc1cc2[nH]c(=O)n(Cc3ccccc3Cl)c(=O)c2cc1OC was read as ERG-DNA inh -2%, Glioma ERSR ind -4%, RGS4 inhibitor 9%, LDHA inh 1, Vif-APOBEC3F blk -5%, Vif-A3G inh -6% and ALOX12 inh 0%.
Screening CCCCN(C=O)c1c(CC)nc2ccc(C(=O)Nc3cc(-c4ccccc4)ccc3OC)cn12 returned Glioma ERSR ind 0%, LDHA inh 0, Vif-A3G inh -1% and ALOX12 inh inconclusive.
Screening Cc1cccc(C(=O)NCCCNC(=O)c2cccc(C)c2)c1 returned ERG-DNA inh -2%, Glioma ERSR ind -4%, RGS4 inhibitor 34%, D2 agonist -0.1, LDHA inh -9, Vif-APOBEC3F blk -1%, Vif-A3G inh 1%, ALOX12 inh 0% and D2 antag 7.
O=C(Nc1cnccn1)Nc1ccccc1F was read as ERG-DNA inh -1%, Glioma ERSR ind 7%, RGS4 inhibitor 0%, D2 agonist -0.4, LDHA inh -4, Vif-APOBEC3F blk 1%, Vif-A3G inh 1%, ALOX12 inh 6% and D2 antag 8.
`CCc1ccc(OCCCC(=O)Nc2nccs2)cc1` gave ERG-DNA inh 4%, Glioma ERSR ind 9%, RGS4 inhibitor 7%, D2 agonist -1.5, LDHA inh -4, Vif-APOBEC3F blk 7%, Vif-A3G inh 5%, ALOX12 inh 8% and D2 antag -20.
Screening CCOc1ccc(S(=O)(=O)n2nc(C)c(S(=O)(=O)N3CCCCC3)c2C)cc1 returned ERG-DNA inh -1%, Glioma ERSR ind -3%, RGS4 inhibitor 7%, D2 agonist 0.9, LDHA inh -7, Vif-APOBEC3F blk -16%, Vif-A3G inh 3% and ALOX12 inh 0%.
`c1ccc2c(c1)-c1cccc3cncc-2c13` gave ERG-DNA inh -1%, Glioma ERSR ind 2%, RGS4 inhibitor -19%, LDHA inh 0, Vif-APOBEC3F blk -10%, Vif-A3G inh 2% and ALOX12 inh 5%.
For CCc1nn2c(=O)c(S(=O)(=O)Nc3ccc(Br)cc3F)c(C)nc2s1 the results were ERG-DNA inh 2%, Glioma ERSR ind -2%, RGS4 inhibitor -14%, D2 agonist 0.4, LDHA inh -1, Vif-APOBEC3F blk -1%, Vif-A3G inh 0% and ALOX12 inh -16%.
`O=C(c1ccco1)N1CCN(C(=O)N2CCOCC2)CC1` gave Glioma ERSR ind -2%, RGS4 inhibitor -8%, D2 agonist -0.6, LDHA inh -2, Vif-APOBEC3F blk -13%, Vif-A3G inh 2%, ALOX12 inh 17% and D2 antag -14.
Cc1c(C)n(CC(O)CN2C(=O)c3ccccc3S2(=O)=O)c2ccccc12 (configuration not stated) was read as ERG-DNA inh 3%, Glioma ERSR ind -4%, RGS4 inhibitor -19%, D2 agonist 3.6, LDHA inh -1, Vif-APOBEC3F blk 1%, Vif-A3G inh -2%, ALOX12 inh 11% and D2 antag -8.
`CC1(C)Cc2c(sc(NC(=O)C(=O)NCCCN3CCOCC3)c2C(N)=O)CO1` gave ERG-DNA inh -7%, Glioma ERSR ind -1%, RGS4 inhibitor -6%[56.9 µM], LDHA inh 1, Vif-APOBEC3F blk -7%, Vif-A3G inh 2% and ALOX12 inh 7%.
For CCOC(=O)N1CCN(C(=O)C2CCN(C(=O)c3cc(OC)cc(OC)c3)CC2)CC1 the results were Glioma ERSR ind -3%, RGS4 inhibitor 10%, D2 agonist -1.5, LDHA inh -3, Vif-APOBEC3F blk 5%, Vif-A3G inh 0%, ALOX12 inh 21% and D2 antag 5.
CCOc1ccc(N(CC(=O)Nc2ccccc2C(=O)N2CCOCC2)S(=O)(=O)c2ccc(F)cc2)cc1 was read as ERG-DNA inh -1%, Glioma ERSR ind 0%, RGS4 inhibitor -15%, D2 agonist 1.9, LDHA inh -5, Vif-APOBEC3F blk 2%, Vif-A3G inh -8%, ALOX12 inh -32% and D2 antag 9.
CC1(C)CC(=O)C2=C(C1)c1c(ccc3ccccc13)NC2c1ccc(OCC(=O)O)cc1 (configuration not stated) was read as ERG-DNA inh 3%, Glioma ERSR ind 0%, RGS4 inhibitor -14%, D2 agonist -1.5, LDHA inh -4, Vif-APOBEC3F blk -1%, Vif-A3G inh -6%, ALOX12 inh inconclusive and D2 antag 22.

Bioassay records: PubChem BioAssay, National Center for Advancing Translational Sciences (NCATS)
